Source: PubChem
CHRM4 agonist: CHRM4 agonism in calcium assay. CHO-K1 hM4/Gqi5, Fluo-8 calcium fluorescence; vehicle 0%, full acetylcholine response 100%. activation, % at 3 µM. 0.14% of 360,000 active. AID 624127;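 active = activation above the run mean over all test wells plus 3 SD, cut at about 32% in these data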;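 also: peak over basal fluorescence ratio per well then scaled between controls; 0% = DMSO wells and 100% = acetylcholine at EC100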
CHRM5 antagonist: blocks acetylcholine activation of human M5 receptor; P08912; CHO-hM5 cells, Fluo-8 calcium fluorescence, ACh EC80; inhibition, % at 3 µM; 0.59% of 360,000 active; AID 624040;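 active = inhibition above a per-plate cutoff, the mean of that plate's test compounds plus 3 SD, cut at about 27% in these data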;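 also: 0% = acetylcholine EC80 with DMSO and 100% = DMSO without agonist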
Target sequence (P08912 whole entry, looked up): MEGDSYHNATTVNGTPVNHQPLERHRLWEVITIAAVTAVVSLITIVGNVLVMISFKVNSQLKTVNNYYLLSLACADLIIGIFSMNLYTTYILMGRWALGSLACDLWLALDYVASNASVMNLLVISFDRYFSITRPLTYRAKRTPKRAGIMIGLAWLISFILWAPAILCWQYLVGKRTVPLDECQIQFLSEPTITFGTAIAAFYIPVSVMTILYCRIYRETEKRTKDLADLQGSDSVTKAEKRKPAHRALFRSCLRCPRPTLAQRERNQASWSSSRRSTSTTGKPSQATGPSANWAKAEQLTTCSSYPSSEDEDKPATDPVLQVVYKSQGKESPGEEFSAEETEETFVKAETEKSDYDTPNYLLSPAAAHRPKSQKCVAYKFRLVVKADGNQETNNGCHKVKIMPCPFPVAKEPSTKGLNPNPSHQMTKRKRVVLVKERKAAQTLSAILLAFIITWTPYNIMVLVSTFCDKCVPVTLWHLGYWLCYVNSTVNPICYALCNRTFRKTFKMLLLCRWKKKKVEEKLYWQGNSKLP
M5 PAM: potentiates acetylcholine response at human M5 receptor. P08912. CHO-K1 hM5, Fluo-8 calcium, ACh EC20 PAM; 0% = ACh EC20, 100% = ACh EC100. activation, % at 3 µM. 0.3% of 360,000 active. AID 624038;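 active = activation above the run cutoff, the mean activation of all test compounds plus 3 SD, cut at about 18% in these data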
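Assay system – human M5 receptor in CHO-K1 cells · Read-out – % activation, ACh-normalized · Technique – Fluo-8 calcium fluorescence · Dosing – single-point, 3 µM nominal · Incubation – Fluo-8 loading 80 min at 37 °C plus 30 min room temperature · Repeats – singlicate, one well per test compound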
M1 antag: blocks human M1 muscarinic receptor | P11229 | CHO-K1 hM1, Fluo-8 calcium fluorescence, ACh EC80 antagonist | inhibition, % at 3 µM | 1.3% of 360,000 active | AID 588852;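 active = percent inhibition above its own plate's cutoff, namely the mean of that plate's compound wells plus 3 SD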;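 also: peak over basal fluorescence ratio during 140 s after agonist addition; 0% = ACh EC80 plus DMSO and 100% = DMSO alone without agonist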
Target sequence (P11229 whole entry, looked up): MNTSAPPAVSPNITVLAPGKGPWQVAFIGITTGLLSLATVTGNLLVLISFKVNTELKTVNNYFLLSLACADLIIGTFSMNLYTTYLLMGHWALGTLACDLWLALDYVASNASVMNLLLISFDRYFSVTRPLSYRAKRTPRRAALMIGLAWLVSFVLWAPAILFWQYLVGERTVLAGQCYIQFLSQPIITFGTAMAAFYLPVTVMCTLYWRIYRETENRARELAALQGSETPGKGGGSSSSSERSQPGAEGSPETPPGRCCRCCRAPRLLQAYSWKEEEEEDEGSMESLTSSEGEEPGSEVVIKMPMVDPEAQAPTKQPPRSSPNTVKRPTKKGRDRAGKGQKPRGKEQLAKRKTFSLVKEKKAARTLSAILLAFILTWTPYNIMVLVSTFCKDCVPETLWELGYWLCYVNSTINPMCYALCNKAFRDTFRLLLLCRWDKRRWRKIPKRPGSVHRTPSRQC
CHRM5 agonist: agonists of human muscarinic M5 receptor (CHRM5); P08912; CHO-K1 hM5 cells, Fluo-8 calcium fluorescence; 0% DMSO wells, 100% maximal acetylcholine response; activation, % at 3 µM; 0.19% of 360,000 active; AID 624037;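 active = activation above the run's mean over test compounds plus 3 SD, cut at about 23% in these data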;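 also: signal is peak over basal fluorescence ratio across the kinetic read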
TAAR1 ag: agonists of human TAAR1. 0.99% of 360,000 active. CHO RD-HGA16 TAAR1, Fluo-8 calcium fluorescence; vehicle wells 0%, saturating PEA agonist 100%. AID 624467. Q96RJ0. activation, % at 3 µM;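 active = activation above the mean activation of all test compounds in the run plus 3 SD, cut at about 38% in these data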
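Assay system – CHO-derived RD-HGA16 cells with stable Gα16 and human TAAR1 · Compound dosing – one-point dosing at 3 µM (nominal) · Incubation – 17-24 h seeding, 75 min 37 °C dye, 30 min RT · Measured by – kinetic Fluo-8 calcium fluorescence · Control set – DMSO vehicle as 0%, PEA at EC100 as 100% · Repeats – single well for each compound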
M1 ag: activates human CHRM1 receptor; CHO-K1 hM1, Fluo-8 calcium fluorescence, agonist mode; 0% DMSO, 100% acetylcholine EC100; P11229; 0.33% of 360,000 active; activation, % at 3 µM;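 active = activation above the run's mean compound activation plus 3 SD, cut at about 16% in these data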;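 also: peak over basal fluorescence ratio within a 140 s kinetic read after compound addition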
M4 antag: blocks acetylcholine activation of human M4 receptor; P08173; CHO-hM4 cells, ACh EC80, Fluo-8 calcium fluorescence; inhibition, % at 3 µM; 0.73% of 360,000 active; AID 624125;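 active = inhibition above its plate's cutoff, the mean inhibition of sample wells plus 3 SD, cut at about 27% in these data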;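 also: 0% = acetylcholine EC80 with DMSO and 100% = DMSO without agonist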
CHRM1 PAM: potentiates human M1 receptor response to acetylcholine; P11229; CHO-K1 hM1, Fluo-8 calcium fluorescence, ACh EC20; 0% = ACh EC20, 100% = maximal ACh; activation, % at 3 µM; 0.088% of 360,000 active; AID 588819; in the data active = activation above about 19%, passing the limit was not always enough
An asterisk follows results filed as active; x = no result given.

SMILES	CHRM4 agonist	CHRM5 antagonist	M5 PAM	M1 antag	CHRM5 agonist	TAAR1 ag	M1 ag	M4 antag	CHRM1 PAM
CC(C)(C)OC(=O)C[C@H]1C/C=C\C[C@@H](CC(=O)N[C@H](CO)Cc2ccccc2)C(=O)NC[C@H](c2ccccc2)OC1=O	3	14	-10	27	-1	7	-3	1	-13
CCN(CC(=O)NCc1ccc(Cl)cc1)C(=O)CCc1ccccc1	1	14	-1	1	-5	-1	-6	3	3
NC(=O)c1ccccc1NC(=O)Nc1ccc(F)c(Cl)c1	4	5	2	-10	0	6	2	6	14
CC(=O)C1=C(O)C(=O)N(c2ccc(O)cc2)C1c1ccc(F)cc1 (stereo unspecified)	0	16	-5	-1	-3	-1	-3	2	7
CC1CCCC(NC(=O)c2cc(S(=O)(=O)N3CCOCC3)ccc2F)C1C (stereo unspecified)	3	2	0	-5	-1	0	0	2	11
CC(C)N1C(=O)CCC1C(=O)NCc1ccccc1Cl (stereo unspecified)	2	6	0	-20	2	1	0	-6	13
COc1ccc(CN(CCCN2CCOCC2)C(=O)Nc2cccc(Cl)c2)cc1OC	5	3	-1	-1	1	2	-4	8	6
Cc1ccc(NNC(=O)C2CCC2)cc1C	0	13	-5	-3	-1	1	-4	-10	10
O=C(O)C1CC1C(=O)N1CCN(c2ccc(Cl)c(Cl)c2)CC1 (stereo unspecified)	6	-1	9	-13	-7	9	1	-3	1
CC(CN1CCCCC1)OC(=O)C1c2ccccc2Oc2ccccc21 (stereo unspecified)	0	16	-56	87*	-13	24	-4	5	-21

The final 3 compounds of the part above are carried over, then new ones follow.
SMILES	CHRM4 agonist	CHRM5 antagonist	M5 PAM	M1 antag	CHRM5 agonist	TAAR1 ag	M1 ag	M4 antag	CHRM1 PAM
Cc1ccc(NNC(=O)C2CCC2)cc1C	0	13	-5	-3	-1	1	-4	-10	10
O=C(O)C1CC1C(=O)N1CCN(c2ccc(Cl)c(Cl)c2)CC1 (stereo unspecified)	6	-1	9	-13	-7	9	1	-3	1
CC(CN1CCCCC1)OC(=O)C1c2ccccc2Oc2ccccc21 (stereo unspecified)	0	16	-56	87*	-13	24	-4	5	-21
COc1cc(OC)cc(-c2sc3ccc(OC)cc3c2-c2ccc3cc[nH]c3c2)c1	0	9	-1	-3	0	0	-3	6	2
Cc1ccc(NCc2cccc(B(O)O)c2)cc1	4	-2	4	-8	2	2	3	-12	11
O=C(CSc1nc2ccccc2c(=O)n1-c1ccc(F)cc1F)c1c[nH]c2ccccc12	0	14	-6	10	-1	2	-6	11	-7
CCC(=O)N1CCc2cc(Br)c(S(=O)(=O)CCC(=O)NCCc3ccccc3)cc21	1	-2	-3	-16	3	6	-2	-3	6
Cc1ccc(C(=O)CSc2nnc(Cn3nnc4ccccc43)n2C)cc1	5	10	-5	4	-1	11	-3	1	7
CCN(CC)CCOC(=O)C(c1ccccc1)C1CCCCC1 (stereo unspecified)	1	99*	-19	99*	-1	8	-7	100*	-27
Cc1ccc(C2=NNC(=O)C(c3c[nH]c4ccccc34)C2)cc1 (stereo unspecified)	2	9	-2	6	2	0	-4	0	0
O=C(NN1CCOCC1)c1ccc(Br)cc1	0	4	1	-7	-3	-1	-3	3	9
CC(C)C(=O)N1CCC2(CC1)Oc1ccc(Cl)cc1C(=O)C21CC(c2cccnc2)=NO1 (stereo unspecified)	2	12	2	15	-1	5	-5	4	-3
C[N+]1(CC(O)COCC2COc3ccccc3O2)CCOCC1 (stereo unspecified)	2	1	8	-4	1	2	-7	-12	5
Cc1cn(C2OC[C@@H](O)[C@@H]2CO)c(=O)[nH]c1=O (stereo partly specified)	0	5	5	4	-2	-1	-4	3	-9
Cc1ccccc1-c1nc(CN2CCC(C(=O)NCCCN3CC(C)CC(C)C3)CC2)c(C)o1 (stereo unspecified)	-1	-7	5	-4	-7	5	-7	-13	2
COC(=O)c1ccc(/C=N/OCC(=O)NCCc2ccc(OC)c(OC)c2)cc1	7	15	-9	-10	7	20	-1	-8	7
COc1ccccc1Oc1cc(F)nc(N)n1	1	-2	3	-12	0	2	-3	-7	10
COc1ccccc1NC(=S)N(Cc1ccc(C(=O)O)cc1)Cc1ccc(OC)c(OC)c1	0	0	-5	3	-7	2	-9	6	3
Cc1cc(=O)oc2c(C)c(OCC(=O)NC3CC(C)(C)NC(C)(C)C3)ccc12	1	-11	2	-10	-1	2	-4	-5	8
CC1C/C(=N\NC(=O)c2ccc(NS(=O)(=O)c3ccc(Br)cc3)cc2)CC(C)(C)C1 (stereo unspecified)	-1	8	-6	-1	-3	-1	0	10	3
Cc1ccc(S(=O)(=O)N2[C@@H](c3cccc(Cl)c3)C(C(=O)O)=CC[C@H]2c2cccc(C)c2)cc1	-1	3	-2	-5	4	8	-4	-1	4
CCC(CC)c1nnc(NC(=O)Oc2ccccc2)s1	0	3	-8	-7	0	4	3	-3	16
CN(Cc1ccccc1F)C(=O)CCNC(=O)c1ccc(C(C)(C)C)cc1	3	12	0	-1	-3	7	-4	7	2
O=C(Nc1ccc(O)cc1C(=O)O)c1cccc(Br)c1	-1	0	4	-7	1	12	-1	0	-3
Cc1ccc(C)c(-n2c(N)c(C(N)=O)sc2=S)c1	0	-3	3	-12	-2	5	1	-6	7
COc1ccc(CN2CCN(Cc3ccc(CO)o3)CC2CCO)cc1C (stereo unspecified)	0	6	3	-10	-2	1	-4	3	14
COc1ccc(NS(=O)(=O)c2cccc(C(=O)Nc3cccc(C(=O)O)c3)c2)cc1	0	8	5	-10	2	-1	-4	7	4
CN(CCNC(=O)C1CCCN(c2ncnc3c2nc2n3CCCCC2)C1)Cc1ccccc1 (stereo unspecified)	1	20	-6	-6	-7	1	-7	5	-6
COc1cc(NC(=O)CSc2nc(C)cs2)cc(OC)c1	1	1	-9	2	3	5	-4	-5	-8
CCOC(=O)C(C)c1ccc2cc(OC)ccc2c1 (stereo unspecified)	-1	5	-3	-19	-5	11	-4	-8	1
COc1ccccc1CNC(=O)COc1ccc(C)cc1	-1	-2	4	3	4	-2	-3	17	1
COc1cc(CN2CCN(CC#Cc3ccccc3)CC2CCO)cc(OC)c1 (stereo unspecified)	1	-10	3	-18	-17	3	-8	2	9
CC/C(Cc1ccccc1)=N/NC(=O)CNC(=O)c1ccc(Cl)cc1Cl	0	7	-5	-4	-2	3	-4	6	2
S=c1nc(C2CCCCC2)[nH][nH]1	1	-9	5	-12	1	x	-2	0	11
COc1cc(Cl)c(C)cc1NC(=O)Cc1cccs1	0	9	-2	3	-2	2	-2	-1	-2
CN(c1ccccc1)S(=O)(=O)c1ccc(C(=O)NCc2cccs2)cc1	4	0	4	-4	1	2	-1	4	-6
Cc1cc(C)c2[nH]c(=O)c(C(c3nnnn3CC3CCCO3)N3CCCC(C)C3)cc2c1 (stereo unspecified)	0	-3	-4	14	-2	37	-4	-19	-5
CCOC(=O)N1CCN(C(=O)CSc2ccc3nnc(CCNC(=O)c4ccccc4)n3n2)CC1	1	-1	3	-8	-1	4	-5	-6	4
COc1ccc(CCNC(=O)COC(=O)COc2ccc(C#N)cc2)cc1	1	7	1	4	3	0	-3	-7	5
CSc1ncnc2ncn(C)c12	0	15	4	6	1	1	0	6	-3
COc1cc2c(cc1OC)C1(Nc3c-2c(C)nn3-c2ccccc2)C(=O)Nc2ccccc21 (stereo unspecified)	1	-1	0	7	1	2	-2	2	-1
CC1CCC(NC(=O)Cn2c(=O)oc3ccccc32)CC1 (stereo unspecified)	0	1	4	-17	-2	7	-1	-5	11
CCC(C)(C)c1ccc(OCCN2C(=O)NC(C)(C)C2=O)cc1	0	7	-7	-2	-1	16	-4	9	0
COc1cc(/C=N/NS(=O)(=O)c2ccc(C)cc2)ccc1OCc1ccc(C(=O)O)cc1	-1	-10	15	-3	-6	3	-9	-2	11
CN(Cc1ccco1)C(=O)C1CCC(=O)N(CCc2cccc(F)c2)C1 (stereo unspecified)	1	18	-4	-8	-7	2	5	-2	20
O=C(CSc1nnc(-c2c[nH]c3ccccc23)o1)NCC1CCCO1 (stereo unspecified)	1	-2	-8	-1	2	2	-5	-4	6
CCOc1ccccc1NC(=O)Cn1c(=O)n(-c2ccccc2)c(=O)c2oc3ccccc3c21	2	-2	0	1	0	7	-5	0	0
CC(C)Cn1c(CCCNC(=O)c2ccco2)nc2ccccc21	2	-14	6	3	-3	1	-2	3	-1
c1ccc(-c2csc(-c3ccncc3)n2)cc1	0	-1	6	-6	-3	-1	-5	-1	4
NC(=O)/C(=C\c1ccccc1)NC(=O)/C=C/c1ccccc1	1	-7	6	-6	-2	5	-7	2	9
CCOC12NC(=O)CC(=O)N1C(c1ccccc1)=CS2 (stereo unspecified)	2	3	-6	5	-2	13	-3	7	2
CCCCN(CC)Cc1ccc(CNC(=O)Nc2ccc(OC)cc2OC)o1	-1	-5	5	-12	-7	-3	-5	13	9
NS(=O)(=O)c1ccc(-c2ccc(/C=C3\SC(=O)NC3=O)o2)cc1	0	8	2	-12	3	5	0	-6	17

Single records, from the list above. Screens in order: CHRM4 agonist, CHRM5 antagonist, M5 PAM, M1 antag, CHRM5 agonist, TAAR1 ag, M1 ag, M4 antag, CHRM1 PAM
`Cc1cn(C2OC[C@@H](O)[C@@H]2CO)c(=O)[nH]c1=O` (stereo partly specified) is listed with 0, 5, 5, 4, -2, -1, -4, 3, -9
`COc1cc(CN2CCN(CC#Cc3ccccc3)CC2CCO)cc(OC)c1` (stereo unspecified) is listed with 1, -10, 3, -18, -17, 3, -8, 2, 9
`COc1ccc(CN(CCCN2CCOCC2)C(=O)Nc2cccc(Cl)c2)cc1OC` is listed with 5, 3, -1, -1, 1, 2, -4, 8, 6

(next part)
SMILES	CHRM4 agonist	CHRM5 antagonist	M5 PAM	M1 antag	CHRM5 agonist	TAAR1 ag	M1 ag	M4 antag	CHRM1 PAM
Cc1c(Cl)cccc1NC(=S)NCCc1ccc(C(F)(F)F)cc1	14	16	-26	21	-3	5	-4	1	-8
O=C(CN1C(=O)c2ccccc2S1(=O)=O)N1CCN(c2ccccc2F)CC1	1	-1	-2	-14	1	15	1	-6	0
Cc1nn(CC(=O)Nc2cccnc2)c(C)c1[N+](=O)[O-]	1	-4	6	-4	4	0	-2	-2	1
CC(C)(C)c1nnc(NC(=O)CCS(=O)(=O)c2ccccc2)s1	2	5	1	-5	-1	2	-7	9	6
COc1ccc(CC(=O)Nc2nc(C)cs2)cc1S(=O)(=O)N1CCOCC1	1	2	7	-3	0	2	-3	1	4
COc1ccc(-n2c(-c3ccc(OC)c(OC)c3)n[nH]c2=S)cc1	0	-6	9	-20	1	5	-3	1	12
CC1(C)SC(=S)N(/N=C/c2ccc(O)cc2)C1N(O)C(=O)Nc1ccc([N+](=O)[O-])cc1 (stereo unspecified)	8	2	-1	-9	4	15	0	-3	4
COc1ccc(CC(=O)OCc2cc3ccc(C)cc3[nH]c2=O)cc1	2	-4	1	-14	-3	5	-4	3	-1
CCc1ccc(C(=O)COC(=O)CNC(=O)c2ccc(Br)o2)cc1	2	4	12	-20	-5	-3	-4	-17	10
CC(OC(=O)CCc1nc2ccccc2c(=O)[nH]1)C(=O)c1ccc(Br)cc1 (stereo unspecified)	4	-6	-4	4	6	6	5	-9	1
CCCCCn1c(SCCCC)nc2c1c(=O)[nH]c(=O)n2C	0	2	-9	-2	0	6	-4	5	6

The list is partial. The share of hits here may be higher or lower than overall.
